HTR5A inv ag = counter-screen for OPRM1-OPRD1 inverse agonists: human HTR5A inverse agonism. P47898. HTR5A cell line, luminescence. inhibition, % at 9.3 µM. 340,000 compounds, 0.083% hits; in the data active = inhibition mostly above about 23%, no sharp cut-off; inactive = mostly below about 18%;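 note: 0% = cells with DMSO and 100% = no-cell wells with DMSO; some compounds called inactive have numbers as strong as hits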
MITF act = MITF TRPM1 promoter activation in melanoma cells. SK-MEL-5 TRPM1-promoter luciferase, 24 h; % of positive control, neutral wells = 0. activation, % at 12.5 µM. 300,000 compounds, 0.75% hits;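 active = mean activation of at least 80% with every replicate also reaching 80%; inconclusive = mean reaches 80% but some replicate falls short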;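 note: 0% = neutral control wells and 100% = parthenolide positive control wells; values of inactives mirror those of a sister screen read the other way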
PvdQ acylase = blocks Pseudomonas aeruginosa PvdQ acylase activity | AID 488965 | inhibition, % at 10 µM | 340,000 compounds, 0.063% hits | purified PvdQ acylase, fluorescence plate reader; in the data active = inhibition above about 30%, passing the limit was not always enough; inconclusive = no clear call, values can overlap the other calls;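 note: 0% = vehicle neutral wells and 100% = reference inhibitor wells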
dFosB act = mouse delta FosB homodimer activation; P13346; AID 493131; activation, % at 25 µM; purified delta FosB, TAMRA-CDK5 oligo fluorescence polarization; percent of positive-control signal above neutral wells; 340,000 compounds, 0.99% hits;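 active = mean activation above about 17%, with every replicate also reaching it, limit read from the data, passing the limit was not always enough; inconclusive = only one of the two conditions met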;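 note: fluorescence polarization rise as delta FosB binds a TAMRA Cdk5 AP-1 oligo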
NSD2 HMT inh = NSD2 (human) methyltransferase inhibition | O96028 | NSD2 peptide methylation, AlphaScreen, 120 min | inhibition, % at 12.5 µM | 310,000 compounds, 0.54% hits | AID 743445; in the data active = inhibition above about 50%
Wnt act = activates Wnt/beta-catenin signaling in a reporter cell assay; activator, plate reader; activation, % at 9.35 µM; AID 743398; 300,000 compounds, 1.2% hits; in the data active = activation above about 30%, passing the limit was not always enough; inconclusive = no clear call, values can overlap the other calls;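 note: 0% = neutral control wells and 100% = positive control wells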
CDK5 p35 inh = blocks human CDK5/p35 kinase activity; Q00535+Q15078; Recombinant CDK5/p35, ADP-Glo luminescence, 60 min; inhibition, % at 10 µM; 330,000 compounds, 0.01% hits;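 active = highest replicate inhibition of at least 50% and at least 75% of replicates reaching 50%; inconclusive = only one of the two criteria met; inactive = both criteria failed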;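 note: plate controls were DMSO neutral control for no effect and GW8510 at 10 µM for full effect; many of its hits are not listed in these tables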
SR-BI HDL uptake = mouse SR-BI HDL lipid transfer inhibition | Q61009 | ldlA[mSR-BI] CHO cells, DiI-HDL uptake fluorescence, 3 h | inhibition, % at 12.5 µM | 320,000 compounds, 0.96% hits;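 active = mean replicate inhibition of at least 70% and a set share of replicates each scoring 70 or more; inconclusive = meets just one of the two criteria; inactive = fails both criteria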;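 note: 0% = median of neutral control wells and 100% = median of positive control wells; values of inactives mirror those of a sister screen read the other way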
HTR5A ag ctr = counter-screen for OPRM1-OPRD1 agonists: human HTR5A agonism; P47898; HTR5A agonist assay, luminescence, cell-based; activation, % at 9.3 µM; 340,000 compounds, 0.61% hits; in the data active = activation mostly above about 9.5%, no sharp cut-off; inactive = mostly below about 7.6%;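 note: 0% = cells with vehicle only and 100% = reference agonist; strong numbers were not always called active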
V-ATPase pH = yeast V-ATPase proton transport regulation by pHLuorin. S. cerevisiae, pHLuorin cytosolic pH fluorescence. response, % at 10 µM. 350,000 compounds, 0.37% hits; in the data active = response mostly above about 7.3%, no sharp cut-off; inactive = mostly below about 5.4%; note: actives read high; inactives centre near 0; some compounds called inactive have numbers as strong as hits; reference of the scale not given here
* marks the source's active call; other numbers are inactive results; ? = inconclusive; / = not tested or not shown.

(1) COc1cccc(C(=O)Nc2cccc(OCC(=O)O)c2)c1
(2) Cc1cc(NC(=O)C(C)SCC(=O)OCc2c(Cl)cccc2Cl)no1 (centres undefined)
(3) Cc1c(N(C(=O)Nc2ccccc2)C2=NCC(C)S2)c(=O)n(-c2ccccc2)n1C (centres undefined)
(4) CN(Cc1ccccc1C#N)S(=O)(=O)c1cccs1
(5) CCn1cc(S(=O)(=O)Nc2ccc(C)c(Cl)c2)cn1
(6) Cc1ccc(S(=O)(=O)N2CCC(=O)N(C(COCc3cccc(Cl)c3)C(C)C)CC2)cc1 (centres undefined)
(7) Cc1cccc(NC(=O)c2ccccc2OCC(=O)N2CCOCC2)c1C
(8) O=C(CC12CC3CC(CC(C3)C1)C2)N1CCOCC1

assay / entry	1	2	3	4	5	6	7	8
HTR5A inv ag	6	-1	-3	-9	7	-5	-12	-10
MITF act	-7	-3	5	-7	-6	8	-9	-8
PvdQ acylase	-7	5	-14	-6	-4	-3	-5	-12
dFosB act	2	-11	-2	-4	-6	-5	-6	-1
NSD2 HMT inh	-1	/	13	-1	0	/	-1	13
Wnt act	/	0	2	0	-3	-2	3	-2
CDK5 p35 inh	4.1	0.3	-0.3	0.8	0.0	0.5	-0.7	-0.8
SR-BI HDL uptake	-12	-2	-6	/	-10	-20	-21	-2
HTR5A ag ctr	3	0	1	3	2	4	5	-4
V-ATPase pH	-1	0	0	-2	0	1	2	0

(9) CCN(CCCNC(=O)CNC(=O)Cn1cnc2ccccc2c1=O)c1ccccc1
(10) Cc1cc(-c2nc3ccccc3o2)c2ccccc2n1
(11) CCCC1=C(C(=O)OCC)C(c2cccs2)C(C#N)=C(N)O1 (centres undefined)
(12) N#CC1=C2SCN(Cc3ccco3)CN2C(=O)CC1c1ccc(Cl)cc1 (centres undefined)
(13) O=C(NN(C(=O)c1ccccc1)c1ccccc1)c1ccccc1
(14) CC(C)(CO)CNC(=O)CCc1nnc(Cc2ccc(-c3ccccc3)cc2)o1
(15) O=c1[nH]c2cc(S(=O)(=O)CCO)ccc2o1
(16) O=C(Cc1ccc(NC(=O)C2CCCN(C(=O)C3CCCCC3)C2)cc1)Nc1ccc(C(=O)N2CCOCC2)cc1 (centres undefined)

assay / entry	9	10	11	12	13	14	15	16
HTR5A inv ag	15	9	10	0	-25	1	-8	-7
MITF act	-3	/	2	-7	0	1	15	1
PvdQ acylase	-14	5	-14	-3	-1	14	-12	-16
dFosB act	-3	-18	-6	-12	-2	1	1	-2
NSD2 HMT inh	-1	-2	-2	9	0	-3	28	/
Wnt act	-2	6	/	/	0	-1	3	-1
CDK5 p35 inh	-0.4	-1.7	0.1	0.9	-0.5	0.3	-0.7	-1.0
SR-BI HDL uptake	17	8	0	-12	/	-5	-18	-5
HTR5A ag ctr	2	-2	-1	0	-5	1	3	2
V-ATPase pH	-1	0	3	4	3	3	-2	-1

(17) CCCc1[nH]n(-c2ccc([N+](=O)[O-])cc2)c(=O)c1C=NCCc1ccc(OC)c(OC)c1
(18) C[C@H](CO)N1C[C@H](C)[C@@H](CN(C)S(C)(=O)=O)Oc2c(NC(=O)Cc3ccccc3)cccc2C1=O
(19) CCCc1ccc(-c2c(C)sc(N)c2C#N)cc1
(20) COc1cccc(CC2(CO)CCN(S(=O)(=O)N(C)C)CC2)c1
(21) NC(=O)c1ccccc1Nc1nc(NCCO)nc(N2CCCC2)n1
(22) COC(=O)c1cccc(NC(=O)/C=C/c2cccc([N+](=O)[O-])c2)c1
(23) CCC1(C)C(Nc2c(C)cccc2C)=NC(=S)N1c1ccc(NC(C)=O)cc1 (centres undefined)
(24) CSCCC(NC(=O)C12CC3CC(CC(C3)C1)C2)C(=O)OCC(=O)c1ccccc1 (centres undefined)

assay / entry	17	18	19	20	21	22	23	24
HTR5A inv ag	7	12	4	15	-18	2	14	12
MITF act	-4	2	9	0	-6	36	-1	-2
PvdQ acylase	-14	0	-11	-12	-2	16	14	6
dFosB act	-3	-11	-14	-2	8	8	-6	5
NSD2 HMT inh	38	/	14	-6	/	-1	0	-1
Wnt act	-2	-2	/	0	10	-1	1	-2
CDK5 p35 inh	0.1	-6.0	-0.7	-2.4	-0.1	-0.1	/	0.9
SR-BI HDL uptake	?	3	/	0	6	73*	-20	-21
HTR5A ag ctr	-5	3	-3	0	1	1	5	-5
V-ATPase pH	-1	3	-1	-3	-1	4	4	2

(25) COCc1c(C(=O)OCC(=O)N2CCCC2=O)oc2ccccc12
(26) O=C(CCC(=O)N1CCN(C(=O)c2ccco2)CC1)c1ccc(F)cc1
(27) COc1cc(CCC(=O)OCC(=O)Nc2ccccc2OC(F)F)cc(OC)c1OC
(28) CCCCC[C@@H](O)c1cc2ccccc2c(=O)o1
(29) CCN(C(=O)COC(=O)c1cc(-c2ccccc2)nc2ccc(Br)cc12)C1CCS(=O)(=O)C1 (centres undefined)
(30) CN1C[C@@H]2C(c3ccc(Cl)nc3)C3(c4cccnc4)CC2(C3)[C@H]1c1ccccc1 (some centres undefined)
(31) Clc1ccccc1Cn1nnc2c(N3CCCC3)ncnc21
(32) C=CCn1c(C)cc(-c2csc(N)n2)c1C

assay / entry	25	26	27	28	29	30	31	32
HTR5A inv ag	-4	-4	-10	-10	2	4	-6	5
MITF act	-13	-2	7	-4	1	-1	3	4
PvdQ acylase	-3	15	-10	0	10	-11	8	-20
dFosB act	-5	-4	-5	-1	-11	6	-11	-9
NSD2 HMT inh	-1	-1	-4	/	/	/	15	3
Wnt act	3	3	-2	11	-1	-1	/	/
CDK5 p35 inh	0.4	-0.2	0.0	-1.3	2.1	1.9	-2.4	1.5
SR-BI HDL uptake	-11	-5	-20	7	13	-20	2	1
HTR5A ag ctr	1	2	3	3	-1	7	4	4
V-ATPase pH	0	1	4	-4	10.0*	6	1	2

(33) Cc1ccc(NC(=O)CS(=O)CC(=O)Nc2ccc3c(c2)OCO3)cc1Cl (centres undefined)
(34) COc1ccc(Cl)cc1NC(=S)Nc1cccc(C)c1
(35) COc1cccc(NC(=O)CCCCCN2C(=O)[C@@H]3Cc4ccccc4CN3C2=O)c1
(36) Oc1ccc(-c2cccc(-c3ccc(O)cc3)n2)cc1
(37) O=C(CC1C(=O)NCCN1Cc1cccc(Oc2ccccc2)c1)NCCCn1cccn1 (centres undefined)
(38) COc1ccc(S(=O)(=O)NC(CCSC)C(=O)NC2CCCCC2)cc1 (centres undefined)
(39) CCC(C)NC(=O)c1n[nH]c(=O)c2ccccc12 (centres undefined)
(40) COc1cccc(C2C3CN(C)CC=C3C(C#N)=C(N)C2(C#N)C#N)c1OC (centres undefined)

assay / entry	33	34	35	36	37	38	39	40
HTR5A inv ag	3	-14	-3	0	-10	-1	-4	-21
MITF act	-6	-7	-7	/	1	-3	/	-3
PvdQ acylase	1	15	-10	7	0	-1	-2	-3
dFosB act	-3	-5	-6	0	-1	-3	4	-7
NSD2 HMT inh	2	-2	1	/	7	-2	10	-1
Wnt act	-5	0	-9	25	-1	1	-2	/
CDK5 p35 inh	0.0	0.2	/	2.8	-0.4	1.1	-0.5	0.3
SR-BI HDL uptake	14	41	12	19	-21	-9	-37	-7
HTR5A ag ctr	0	3	0	3	5	8	2	-2
V-ATPase pH	8	2	7	-3	-3	0	-1	-8

An excerpt from above, reduced to CDK5 p35 inh and V-ATPase pH.
item	structure	CDK5 p35 inh	V-ATPase pH
36	Oc1ccc(-c2cccc(-c3ccc(O)cc3)n2)cc1	2.8	-3
33	Cc1ccc(NC(=O)CS(=O)CC(=O)Nc2ccc3c(c2)OCO3)cc1Cl (centres undefined)	0.0	8

Following part.
(41) O=C(CCc1nnc(Cc2ccc3c(c2)OCO3)o1)N(CC1CCC1)CC1CCCO1 (centres undefined)
(42) CC1CCN(C(=O)CCN2C(=O)/C(=C/c3cccs3)SC2=S)CC1
(43) CN(C)CCCNc1ncnc2sc(-c3ccccc3)cc12
(44) C=C(C)n1c(=O)[nH]c2ccccc21
(45) COC(=O)c1ccccc1NC(=O)Cn1cnc2c1c(=O)n(C)c(=O)n2C
(46) O=C(Cn1cc(C(=O)C2CC2)c2ccccc21)Nc1ccccc1Cl
(47) CCCc1ccc(OCCNC(=O)c2ccccc2Br)cc1
(48) O=C(c1cnc2nc3ccccc3n2c1)c1cc(F)ccc1O

assay / entry	41	42	43	44	45	46	47	48
HTR5A inv ag	11	-11	10	18	/	-2	15	1
MITF act	6	-12	30	/	1	6	/	32
PvdQ acylase	4	7	-10	12	-17	4	-15	1
dFosB act	-1	-7	27*	-4	-4	3	-11	0
NSD2 HMT inh	-1	2	/	-9	-1	-2	-1	2
Wnt act	1	-1	-3	-3	2	-3	-7	-2
CDK5 p35 inh	5.3	-1.6	-1.3	-0.5	-2.9	1.1	0.9	0.2
SR-BI HDL uptake	/	-24	/	-1	-169	/	2	16
HTR5A ag ctr	3	5	-1	-1	/	1	-4	0
V-ATPase pH	-2	2	4	1	-3	1	1	0

Ordered by formula weight (largest number first): some entries from above.
(41) O=C(CCc1nnc(Cc2ccc3c(c2)OCO3)o1)N(CC1CCC1)CC1CCCO1 (centres undefined)
(45) COC(=O)c1ccccc1NC(=O)Cn1cnc2c1c(=O)n(C)c(=O)n2C
(43) CN(C)CCCNc1ncnc2sc(-c3ccccc3)cc12

assay / entry	41	45	43
HTR5A inv ag	11	/	10
MITF act	6	1	30
PvdQ acylase	4	-17	-10
dFosB act	-1	-4	27*
NSD2 HMT inh	-1	-1	/
Wnt act	1	2	-3
CDK5 p35 inh	5.3	-2.9	-1.3
SR-BI HDL uptake	/	-169	/
HTR5A ag ctr	3	/	-1
V-ATPase pH	-2	-3	4

(listing goes on)
(49) CN(C)S(=O)(=O)c1ccc(Cl)c(C(=O)NCCNC(=O)c2cc(S(=O)(=O)N(C)C)ccc2Cl)c1
(50) Cc1ccccc1NS(=O)(=O)c1cc(C(=O)N2CCc3ccccc3C2)ccc1C
(51) CCOC(=O)c1c(NC(=O)Cn2cnc3scc(-c4ccc(C)cc4)c3c2=O)sc(C)c1C
(52) COc1ccc(-c2nc3n(n2)C(c2ccccc2)C2=C(CCCC2=O)N3)cc1OC (centres undefined)
(53) O=C(OCn1ncc(Cl)c(Cl)c1=O)c1cccc(C(F)(F)F)c1
(54) CC1(C(=O)OCC(=O)Nc2nnc(-c3ccccc3)o2)CC1(Cl)Cl (centres undefined)
(55) Cc1onc(-c2ccccc2)c1C(=O)Nc1ccc(-c2nnc3n2CCCCC3)cc1
(56) COC(=O)c1sccc1NC(=O)CSc1ccccc1NS(=O)(=O)c1cc(Cl)ccc1Cl
(57) COc1cccc(N/C(SC)=C(/C#N)C(=O)NCc2cccs2)c1

assay / entry	49	50	51	52	53	54	55	56	57
HTR5A inv ag	0	-4	20	4	-18	-16	11	-2	18
MITF act	-6	4	9	/	-92	-8	-4	-14	-4
PvdQ acylase	-8	2	9	-1	-3	-5	-4	-13	2
dFosB act	-4	-6	-4	-7	-14	-8	-3	-5	-1
NSD2 HMT inh	12	-1	-4	0	/	-2	16	-4	23
Wnt act	0	-1	/	-3	/	1	-1	/	0
CDK5 p35 inh	-2.8	-1.3	1.0	-4.8	-2.0	-0.6	-1.0	-0.7	0.5
SR-BI HDL uptake	26	25	5	-8	24	-15	18	3	-4
HTR5A ag ctr	0	-1	-8	2	-4	-1	-3	8	4
V-ATPase pH	0	2	2	-6	-1	4	0	0	3
